Screening results: PubChem BioAssay, several laboratories
Dengue-2 NS5 capping – Dengue-2 NS5 methyltransferase inhibitors, primary screen, biochemical, confirmation dose response (AID 588689); Genome polyprotein (Dengue virus type 2 (strain 16681-PDK53)); Dengue-2 NS5 methyltransferase capping enzyme assay, biochemical; higher % means a stronger effect; inhibition, % at 25 µM, or IC50 in µM where a hit was titrated; 340,000 tested, 0.3% active; in the data active = a potency from the dose series; inconclusive = inhibition above about 29% without an active follow-up result
UTI89 phage lysis – inhibition of K1F phage lysis, E. coli UTI89, bacterial capsule biogenesis inhibitors, alamar blue (AID 488966). 340,000 tested, 0.02% active. inhibition, % at 100 µM, or IC50 in µM where a hit was titrated. E. coli UTI89 K1F phage lysis, alamar blue, 2 h; higher % means a stronger effect;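 active = phage lysis inhibition, versus mean bacterial control, above a set limit; inconclusive = no clear call, values can overlap the other calls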;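 also: capsule biogenesis inhibitors block K1F phage lysis so surviving cells raise fluorescence; higher fluorescence means more inhibition of phage lysis; actives were called in the ten point dose series up to 300 µM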
HIV fusion peptide – inhibitors of HIV fusion peptide binding, primary screen, biochemical, uHTS, fluorescence dequenching (AID 1986) | cell-free peptide binding, fluorescence dequenching, 30 min; higher % means a stronger effect | inhibition, % at 20 µM; hits with a dose series show IC50 in µM | 290,000 tested, 0.3% active; in the data active = inhibition mostly above about 52%, no sharp cut-off; inactive = mostly below about 76%; also: some results filed as inactive read as strong as hits
Large T inhibition – SV40 large T antigen inhibitors, biochemical (AID 1903) | 310,000 tested, 0.39% active | inhibition, % at 20 µM, or IC50 in µM where a hit was titrated | SV40 large T antigen ATPase/helicase inhibition assay; higher % means a stronger effect; in the data active = a potency from the dose series; inconclusive = inhibition mostly from about 32% at the one dose, without a potency; inactive = the rest, 99 in 100 with inhibition below about 32%; also: strong numbers were not always called active
GPR35 antagonists – GPR35 antagonists blocking zaprinast-driven arrestin recruitment, primary screen, imaging, U2OS, beta-arrestin-GFP, zaprinast agonist (AID 2058) | G-protein coupled receptor 35 (Homo sapiens) | U2OS GPR35 beta-arrestin-GFP translocation imaging, zaprinast antagonism; higher % means a stronger effect | inhibition, % at 10 µM, or IC50 in µM where a hit was titrated | 290,000 tested, 0.052% active;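 active = inhibition of at least 50% with at least 30 cells and total cytoplasm GFP at most 10,000,000; inconclusive = under 30 cells or total GFP of 10,000,000 plus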
Rac1 GTP hydrolysis – MgcRacGAP GTPase-activating activity inhibitors, confirmation, biochemical, ADP Hunter fluorescence | Rac GTPase-activating protein 1 (Homo sapiens) | MgcRacGAP-stimulated Rac1 GTP hydrolysis, ADP Hunter fluorescence; higher % means a stronger effect; GST-tagged Rac1 F28L mutant substrate | inhibition, % at 30 µM, or IC50 in µM where a hit was titrated | 340,000 tested, 0.6% active | AID 624330, 2012;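 active = first-screen hits whose inhibition reached a set limit at any dose in the follow-up dose series; inconclusive = inhibition above the set first-screen limit but never retested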;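 also: fluorescence reports GDP produced by GAP-driven GTP hydrolysis; strong numbers were not always called active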
Salmonella PhoP GFP – inhibitors of PhoP regulon expression, primary screen, Salmonella Typhimurium, GFP reporter (AID 1863); S. Typhimurium PhoP-regulated promoter GFP reporter, 4 h; higher % means a stronger effect; inhibition, % at 50 µM; hits with a dose series show IC50 in µM; 300,000 tested, 0.16% active;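 active = inhibition over 29.93%, a cutoff 3 SD above the screen mean, later confirmed by dose response; inconclusive = inhibition over 29.93% but no dose response follow-up; inactive = inhibition at most 29.93% or unconfirmed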;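 also: 0% = low Mg2+ inducing control and 100% = high Mg2+ repressing control; strong numbers were not always called active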
GPR55 LPI antagonism – GPR55 antagonists blocking LPI-driven arrestin recruitment, primary screen, imaging, U2OS, beta-arrestin-GFP, LPI agonist (AID 2013). U2OS GPR55 beta-arrestin-GFP translocation imaging, LPI antagonism; higher % means a stronger effect. G-protein coupled receptor 55 (Homo sapiens). one-dose inhibition, % at 10 µM; IC50 in µM for titrated hits. 290,000 tested, 0.13% active;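 active = spots per cell inhibited over 60%, with over 100 cells counted and total cytoplasm intensity under 500,000; inconclusive = wells with under 100 cells, flagged as likely toxic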;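 also: U2OS cells stably carrying GPR55 and arrestin-GFP stimulated by 5 µM LPI near EC80; imaged beta-arrestin-GFP aggregate spots per cell after agonist stimulation; plate controls were LPI-stimulated DMSO wells for no effect and DMSO wells without LPI for full effect; some results filed as inactive read as strong as hits; confirmed hits need IC50 under 10 µM and bright autofluorescent wells are also inconclusive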
RSV CPE inhibition – RSV antiviral activity via CPE protection, HEp-2 cells, primary 10 µM value included (AID 2391); HEp-2 cells, RSV-induced CPE inhibition; higher % means a stronger effect; CPE inhibition, % at 10 µM; hits with a dose series show IC50 in µM; 310,000 tested, 0.13% active; in the data active = a potency from the dose series; inconclusive = CPE inhibition mostly from about 23% at the one dose, without a potency; inactive = the rest, 99 in 100 with CPE inhibition below about 21%; also: strong numbers were not always called active
Dengue-2 NS5 capping pilot replicate – further read-out of Dengue-2 NS5 capping, marked with its call; inhibition, %; measured here: pilot screen replicate inhibition
Starred values were filed as active, the others as inactive; ? = inconclusive; / = not tested or not shown; [ ] = remark or other dose.

Preview:
SMILES	Dengue-2 NS5 capping	UTI89 phage lysis	HIV fusion peptide	Large T inhibition	GPR35 antagonists	Rac1 GTP hydrolysis	Salmonella PhoP GFP	GPR55 LPI antagonism	RSV CPE inhibition	others
C=CCn1c(SCC(=O)NC2CCCCC2)nnc1-c1sc(N)nc1C	6%	1.6%	-3.1%	14%	16%	7%	0%	-4%	5.6%
O=C(Nc1ccc(S(=O)(=O)Nc2ncccn2)cc1)c1cccc(S(=O)(=O)N2CCCC2)c1	-8%	0.1%	1.3%	9%	-3%	-3%	10%	-2%	1.1%
COc1ccc(CN2C(=O)[C@@H]3Cc4c([nH]c5ccccc45)C(C)(C)N3C2=O)cc1	-2%	0.5%	/	4%	/	5%	/	/	-0.5%
CON(c1nc(N(C)C)nc(N(C)C)n1)S(=O)(=O)c1ccccc1Cl	-3%	0.0%[50 µM]	-0.6%	8%	5%	1%	-6%	-1%	2.0%
COC(=O)c1ccc(CSc2nnc(Nc3ccc(C)cc3)s2)o1	-1%	-0.6%	0.7%	0%	23%	6%	-23%	8%	2.9%

The listing (from the top)
SMILES	Dengue-2 NS5 capping	UTI89 phage lysis	HIV fusion peptide	Large T inhibition	GPR35 antagonists	Rac1 GTP hydrolysis	Salmonella PhoP GFP	GPR55 LPI antagonism	RSV CPE inhibition	others
C=CCn1c(SCC(=O)NC2CCCCC2)nnc1-c1sc(N)nc1C	6%	1.6%	-3.1%	14%	16%	7%	0%	-4%	5.6%
O=C(Nc1ccc(S(=O)(=O)Nc2ncccn2)cc1)c1cccc(S(=O)(=O)N2CCCC2)c1	-8%	0.1%	1.3%	9%	-3%	-3%	10%	-2%	1.1%
COc1ccc(CN2C(=O)[C@@H]3Cc4c([nH]c5ccccc45)C(C)(C)N3C2=O)cc1	-2%	0.5%	/	4%	/	5%	/	/	-0.5%
CON(c1nc(N(C)C)nc(N(C)C)n1)S(=O)(=O)c1ccccc1Cl	-3%	0.0%[50 µM]	-0.6%	8%	5%	1%	-6%	-1%	2.0%
COC(=O)c1ccc(CSc2nnc(Nc3ccc(C)cc3)s2)o1	-1%	-0.6%	0.7%	0%	23%	6%	-23%	8%	2.9%
COc1ccccc1NC(=O)C(NC(=O)c1ccc(C)cc1)c1ccccc1 (configuration not stated)	5%	-2.9%	1.5%	10%	2%	-17%	-4%	-4%	0.8%
Cc1cc(C(=O)CCC(=O)NNC(=O)c2ccccc2O)c(C)s1	-13%	0.6%[50 µM]	/	11%	/	-4%	-2%	/	0.8%
CCOc1ccc(NC(=O)c2c(NC(=O)CN3CCN(C)CC3)sc3c2CCC3)cc1	-4%	1.4%	-0.6%	15%	2%	19%	1%	0%	8.6%
Cc1cc(=O)n(Cc2ccccc2)c2ccccc12	-2%	0.0%	-2.6%	16%	1%	6%	/	-6%	0.2%
CC(C)(C)n1ncc2c(=O)n(CC(=O)N3CCN(c4ccccc4)CC3)cnc21	4%	1.1%	-2.7%	6%	2%	5%	-6%	15%	/
COc1ccc(C2=Nn3c(nnc3-c3ccccc3)SC2)cc1OC	-7%	0.1%	1.3%	17%	11%	4%	-7%	-15%	-0.6%
O=C(Nc1ccc(F)cc1F)N1CCCN(c2ccc(C(F)(F)F)cn2)CC1	5%	0.8%	-1.8%	8%	-9%	9%	-6%	-8%	-0.1%
Cc1ccc(C)c(NC(=O)CSc2nc3ccc(N4C(=O)c5ccccc5C4=O)cc3s2)c1	11%	-0.3%	0.4%	11%	-2%	-10%	-4%	-2%	2.2%
COc1ccccc1C(=O)N/C(=C\c1ccc(Br)cc1)C(=O)N1CCCC1	/	/	0.4%	7%	-2%	/	-6%	0%	1.6%
CCOc1ccc2[nH]c(=O)c(CN(CC3CCCN3CC)C(=O)NCc3ccccc3)cc2c1 (configuration not stated)	-5%	0.3%	-0.5%	9%	-4%	10%	0%	0%	4.3%
Cc1cc(N2CC(C)OC(C)C2)nc(C(C)C)n1 (configuration not stated)	1%	-0.2%	2.9%	8%	8%	0%	-5%	-6%	-0.1%
CC(C)(C(=O)O)n1cncn1	-5%	2.4%	0.9%	9%	-11%	-2%	-10%	10%	0.0%
O=C(CNC(=O)c1ccccc1F)NCCc1ccc(Cl)cc1Cl	0%	2.2%	-1.3%	-1%	-5%	3%	1%	6%	0.8%
Cc1nc(-c2c(-c3ccc(O)cc3O)noc2C(F)(F)F)cs1	1%	0.5%	-2.5%	2%	9%	7%	8%	-1%	11%
CC[N+](C)(CC)CC(O)COCC1COc2ccccc2O1 (configuration not stated)	-5%	1.7%[50 µM]	0.7%	8%	2%	2%	11%	4%	0.8%
Cc1oc(-c2ccc(Cl)cc2)cc1-c1nn2c(-c3ccoc3C)nnc2s1	0%	-0.6%	56%	?	5%	21%	-6%	-14%	11%
CCC(=O)c1ccc(OC(=O)c2cccs2)cc1	3%	-0.1%	/	19%	/	5%	0%	/	0.4%
Cc1ccc(C(=O)ONc2ccc(N=O)cc2)cc1	-1%	0.5%	-2.0%	14%	-13%	13%	2%	5%	0.0%
OC(c1ccc(F)cc1)C(CN1CCOCC1)c1ccccc1 (configuration not stated)	-9%	0.0%	-1.8%	1%	12%	13%	-2%	8%	1.1%
COc1ccccc1Nc1ccc(NS(=O)(=O)c2ccc(C(C)=O)cc2)cc1	4%	0.0%	-4.5%	20%	7%	23%	1%	0%	4.1%
CCOC(=O)c1ccccc1NS(=O)(=O)c1ccc(OC)cc1	-8%	0.3%	-1.3%	-8%	14%	12%	12%	1%	-1.9%	Dengue-2 NS5 capping pilot replicate=5.5
O=C(NCCO)/C(=C\c1ccc([N+](=O)[O-])o1)NC(=O)c1ccccc1	-4%	-3.0%	13%	4%	1%	11%	4%	4%	-0.1%
c1ccc(Cn2ncc3c(NCc4ccco4)ncnc32)cc1	-3%	-0.5%	1.4%	5%	18%	2%	-3%	-4%	0.6%
N#Cc1ccccc1NC(=O)C(=O)NCCCN1CCCC1=O	4%	0.5%[50 µM]	/	7%	/	7%	4%	/	0.3%
O=[N+]([O-])c1cccnc1N1CCN(Cc2ccc3c(c2)OCO3)CC1	/	-0.1%	-2.0%	2%	12%	5%	9%	5%	-0.7%
COc1ccccc1C(CC(N)=O)c1ccco1 (configuration not stated)	-5%	1.2%	0.9%	14%	7%	8%	-3%	4%	0.3%
C[N+](C)(C)CC(=O)N/N=C/c1c2ccccc2cc2ccccc12	6%	0.4%	0.6%	9%	3%	7%	-4%	-5%	1.3%
Cc1cccc(N2CCN(C(=O)C3CCN(S(=O)(=O)c4cccnc4)CC3)CC2)c1C	3%	0.2%	-1.0%	0%	10%	3%	5%	1%	4.6%
O=C(OCC(F)(F)C(F)F)c1ccccc1C(=O)Oc1ccc(F)cc1F	-3%	-1.5%	23%	1%	12%	4%	10%	7%	0.3%
CS(=O)(=O)N(Cc1ccc(Cl)cc1)c1ccc(C(=O)Nc2cccnc2)cc1	-2%	-0.2%	0.0%	-1%	-3%	4%	-15%	-2%	9.2%
O=[N+]([O-])c1ccc(Nc2nc(NC3CCCCC3)nc(N3CCCC3)n2)cc1	-3%	-0.1%	3.7%	-11%	-15%	12%	7%	19%	?
CN(CCc1ccccn1)C(=O)Nc1ccc(C(C)(C)C)cc1	-5%	0.7%	-0.5%	7%	17%	9%	-5%	2%	5.3%
CCOc1ccc(NC(=O)CN2CCN(CC(=O)Nc3ccc(N(C)C)cc3)CC2)cc1	-3%	0.0%	1.6%	/	-10%	?	/	7%	/
O=C(Nc1cccc(O)c1)c1noc2c1CCc1ccccc1-2	-2%	0.1%	-1.6%	-3%	0%	15%	-1%	5%	?
COc1ccc(C(=O)N2CCCCCCC2)cc1OC1CCN(C(C)C)CC1	15%	0.3%	-1.8%	9%	10%	3%	-5%	3%	1.4%
CC(C(=O)N1CCCC1)N(C)CC(=O)Nc1cccc(F)c1 (configuration not stated)	3%	0.4%[50 µM]	/	/	/	16%	/	/	-0.8%
COc1cc(/C=C/C(=O)c2ccc3c(c2)OCCO3)cc(Br)c1OCC(=O)N(C)C	-57%	-0.7%	0.0%	12%	-18%	3%	3%	27%	-2.4%
COc1cc2c(cc1OC)CC1(CCCCC1)N=C2	0%	2.1%	0.2%	7%	19%	5%	7%	10%	0.2%
CN1CCN(C(=O)c2cccc(COc3cc(Cl)ccc3Cl)c2)CC1	1%	5.8%	3.4%	2%	-6%	8%	-1%	-2%	-3.1%
CCn1nc(C)c(NC(=O)c2cc(Br)ccc2Cl)c1C	-7%	8.4%	-1.4%	-3%	-15%	6%	2%	0%	0.2%
Cc1cc(C)c(S(=O)(=O)NC2CC(C)(C)NC(C)(C)C2)cc1Br	4%	0.0%	-1.0%	8%	-2%	7%	1%	11%	-1.3%
CCn1c(CNC(=O)c2ccc(Cl)cc2)nnc1SCC(=O)NC1=NCCS1	0%	0.2%	-0.1%	15%	3%	6%	3%	8%	0.7%
CCN1CCN(S(=O)(=O)c2ccc(F)c(C(=O)Nc3c(F)cc(F)cc3Br)c2)CC1	-3%	0.2%	-0.5%	22%	-13%	9%	4%	5%	-2.9%
CCc1cccc2c(N=O)c(O)[nH]c12	2%	-1.0%	-0.9%	10%	-1%	4%	3%	11%	?
COCCCNC(=O)c1ccccc1Sc1ccc(NC(C)=O)nc1	0%	0.2%	-1.9%	-6%	0%	6%	-4%	11%	0.6%
CCn1c(SCC(=O)N/N=C/c2ccncc2)nc2ccccc21	2%	-0.2%	-0.2%	2%	-6%	1%	-8%	-20%	/
Nc1c(-c2cccs2)cnn1-c1nc(-c2ccc(Cl)cc2Cl)cs1	-1%	6.4%	0.3%	2%	4%	6%	15%	14%	2.7%

This is a random part of the collection, and some 1.5% of all compounds hit somewhere here.
